VEEV TC-83 Vero: inhibitors of VEEV TC-83 cytopathic effect, confirmation, Vero cells (AID 588727); Vero cells, VEEV TC-83 cytopathic effect inhibition; higher % means a stronger effect; inhibition, % at 20 µM, or IC50 in µM where a hit was titrated; hit rate 0.13% among 350,000; in the data active = a potency from the dose series; inconclusive = inhibition mostly from about 14% at the one dose, without a potency; inactive = the rest, 99 in 100 with inhibition below about 12%; also: strong numbers were not always called active
M. tuberculosis: growth inhibition of non-replicating M. tuberculosis (AID 488890); Mycobacterium tuberculosis non-replicating, growth inhibition; higher % means a stronger effect; inhibition, % at 25 µM, or IC50 in µM where a hit was titrated; hit rate 0.39% among 320,000; in the data active = a potency from the dose series; inconclusive = inhibition mostly from about 82% at the one dose, without a potency; inactive = the rest, 99 in 100 with inhibition below about 76%;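 also: plate controls were DMSO cells for no effect and high antibiotic wells for full effect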
H37Rv inhibition: M. tuberculosis growth inhibition, HTS (AID 449762); M. tuberculosis H37Rv growth inhibition, 7H9 media; higher % means a stronger effect; one-dose inhibition, % at 25 µM; IC50 in µM for titrated hits; hit rate 0.59% among 330,000; in the data active = a potency from the dose series; inconclusive = inhibition above about 70% without an active follow-up result;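 also: bacterial growth assessed after seven days of incubation; strong numbers were not always called active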
PhoP GFP inhibition: PhoP regulon inhibitors, Salmonella typhi PhoP promoter GFP reporter, confirmatory (AID 1850). Salmonella Typhi PhoP-promoter GFP reporter, fluorescence, 4 h; higher % means a stronger effect. inhibition, % at 50 µM; hits with a dose series show IC50 in µM. hit rate 0.33% among 310,000; in the data active = a potency from the dose series; inconclusive = inhibition mostly from about 25% at the one dose, without a potency; inactive = the rest, 99 in 100 with inhibition below about 19%;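 also: 0% = induced wells with vehicle and 100% = uninduced wells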
influenza NS1A: NS1A inhibition, H1N1 influenza, cell based functional assay (AID 504329) | NS1A functional cell-based assay, percent inhibition; higher % means a stronger effect | one-dose inhibition, % at 12.5 µM; IC50 in µM for titrated hits | hit rate 0.3% among 340,000; in the data active = a potency from the dose series; inconclusive = inhibition above about 27% without an active follow-up result; also: strong numbers were not always called active
VEEV TC-83 Vero 10K pilot screen: second read-out of VEEV TC-83 Vero, no call of its own (marks repeat the call); inhibition, %; measured here: 10K pilot screen inhibition
Numbers without * were called inactive; i = inactive; ? = inconclusive; . = no result given.

SMILES | VEEV TC-83 Vero | M. tuberculosis | H37Rv inhibition | PhoP GFP inhibition | influenza NS1A | others
COc1ccccc1CCN1CCCC(CN(C)CC(C)(C)CO)C1 (configuration not stated) | i | -4% | -2% | -2% | -23%
COc1ccc(-c2cc(C(F)F)n3ncc(C(=O)N4CCc5ccccc54)c3n2)cc1 | 0.0% | 0% | -7% | -2% | 3%
Cc1ccc(OCC(=O)Nc2ccc(-n3cnnn3)cc2)c(C)c1 | 1.7% | . | . | . | -1%
COc1cc(CNc2ccc3[nH]c(=O)[nH]c3c2)ccc1OCc1ccc(Cl)cc1 | 0.3% | . | -3% | -2% | -9%
Cc1nc(SC2CC(=O)N(c3ccc([N+](=O)[O-])cc3)C2=O)nc2c1CCCC2 (configuration not stated) | 1.3% | . | -5% | -2% | 5% | VEEV TC-83 Vero 10K pilot screen=0.0
CN(C[C@@H](Cc1cccc2ccccc12)N(C[C@H](Cc1ccccc1)N(CCc1ccccc1)N=O)N=O)N=O | i | 19% | 2% | 2% | 14% | VEEV TC-83 Vero 10K pilot screen=0.1
S=C(NCCSCc1c(Cl)cccc1Cl)Nc1ccccc1 | i | ? | ? | 10% | -1%
COC(=O)Cc1ccc(NC(=S)Nc2cccc(C)n2)cc1 | 0.8% | 44% | 62% | 4% | -2%
O=C(CCN1C(=O)c2ccccc2C1=O)Nc1ccccc1C(=O)N1CCOCC1 | 0.3% | 6% | -5% | -8% | -18%
CCCOc1ccccc1C(=O)N(Cc1cccs1)C1CCS(=O)(=O)C1 (configuration not stated) | i | 8% | 3% | 6% | -5%
O=c1[nH]c2c(Br)cnc([N+](=O)[O-])c2[nH]1 | i | 2% | 0% | -2% | -1%
CC(=O)c1cccc(NC(=O)c2ccc3c(c2)C(=O)N(Cc2cccnc2)C3=O)c1 | 6.5% | -9% | -3% | -8% | 4%
O=C(COC(=O)c1cccs1)Nc1ccc(Cl)cn1 | 6.0% | 71% | 12% | . | -7%
O=C(c1ccncc1)N1CCN(C2CCC(c3ccccc3)CC2)CC1 (configuration not stated) | i | -12% | 10% | -12% | -15%
CC1Cn2c(nnc2-c2ccccc2O)S1 (configuration not stated) | 0.0% | 0% | 2% | -11% | 7%
CN(C(=O)c1ccc(F)cc1)c1ccccc1C(=O)NCc1ccccc1 | 0.6% | -6% | -25% | -15% | -8%
CN(C)C(=O)c1ccc(NC(=O)COc2cccc(Oc3ccccc3)c2)cc1 | 1.8% | 40% | -3% | -1% | -5%
CCCN(C(=O)COC(=O)COc1c(C)cccc1C)c1c(N)n(Cc2ccccc2)c(=O)[nH]c1=O | 2.0% | -7% | 1% | 2% | -5%
Cc1cc(C)n(S(=O)(=O)c2ccc(C)c(C)c2)n1 | i | -3% | 1% | 0% | -1%
CCC(CO)(CO)N(CC(=O)Nc1ccc(OC)cc1)CC(=O)Nc1ccc(OC)cc1 | 1.3% | 29% | ? | 0% | -4%
FC(F)(F)c1cccc(NC(=S)NC(c2ccccc2)c2ccccc2)c1 | 1.7% | 18% | -2% | 0% | 39%
CCC1(c2ccc(F)cc2)NC(=O)N(CC(=O)NC2CCCCCC2)C1=O (configuration not stated) | 2.0% | 10% | 5% | . | -11%
COc1ccccc1OCc1ccc(C(=O)N2CCN(C)CC2)o1 | 1.2% | -4% | 3% | 0% | -7%
COc1ccc(CN2CCCC(C(=O)c3ccc(SC)cc3)C2)cc1Cn1cccn1 (configuration not stated) | 0.1% | 74% | 24µM* | 13% | -4%
Cc1c(C(=O)O)sc2nc3n(c(=O)c12)CCC3 | 0.8% | -7% | -10% | 3% | 6%
CNC(=O)Oc1ccc2ncccc2c1 | 1.3% | 15% | 25% | -11% | -8%
COc1ccc(F)cc1S(=O)(=O)N1CCCN(S(=O)(=O)c2cc(F)ccc2OC)CC1 | i | 0% | 0% | 2% | -2% | VEEV TC-83 Vero 10K pilot screen=3.0
Cc1ccccc1-c1nc(CS(=O)(=O)CC(=O)N2CCc3ccccc3C2)c(C)o1 | 6.4% | 35% | -2% | 10% | 2%
O=C(c1ccc2c(=O)n(C3CCCC3)c(=S)[nH]c2c1)N1CCN(C2CCCCC2)CC1 | i | 35% | 7% | 2% | 5%
COc1ccccc1N1CCN(S(=O)(=O)c2cc(Br)cnc2N)CC1 | 0.7% | 8% | -3% | 1% | -3%
CN(C)CCNC(=O)COc1cccc(Cl)c1 | 0.8% | 3% | -5% | -5% | -7%
COc1ccccc1OCCNC(=O)C(c1ccccc1)c1ccccc1 | 3.1% | 14% | 6% | 0% | -1%
Cn1c(NC(=O)c2ccc(F)cc2)nc2ccccc21 | 0.7% | ? | 70% | -1% | -21%
Cn1ncc2c(N3CCC(Cc4ccccc4)CC3)ncnc21 | 1.4% | 11% | 25% | -5% | -1%
Cc1nc(CC(=O)NNS(=O)(=O)c2ccc(F)c(Cl)c2)cs1 | 0.8% | -21% | 3% | -5% | -17%
NC(=O)CC(NC(=O)Cc1cccc2ccccc12)c1ccc(NCc2ccccn2)c([N+](=O)[O-])c1 (configuration not stated) | 0.5% | 6% | -3% | 11% | -5%
CC1Oc2ccccc2N(Cc2ccccc2F)C1=O (configuration not stated) | . | 13% | 2% | -2% | .
Cc1ccc2[nH]c(=O)c(CN(CC3COCCO3)C(=O)Nc3ccccc3C)cc2c1 (configuration not stated) | 5.8% | 12% | 0% | 0% | 3%
CNS(=O)(=O)c1ccc(N=Cc2c(O)n(-c3ccc(C)cc3)c(=O)[nH]c2=O)cc1 | 0.7% | 9% | 1% | -5% | 3%
Cc1ccc(NC(=S)NC(=O)/C=C/c2ccc(Cl)cc2)cc1 | 1.1% | 48% | 6% | -3% | 4%
CC(=O)c1sc(NC(=O)CCCOc2ccc(Cl)cc2)nc1C | i | 20% | 8% | -15% | -3%
COc1ccc(C(=O)OCC(=O)Nc2nc3c(F)c(F)c(F)cc3s2)cc1OC | 2.2% | 6% | 2% | -14% | 10%
O=C(COc1ccccc1[N+](=O)[O-])Nc1cccc(C(=O)Nc2ccccc2C(=O)O)c1 | 11% | ? | -7% | -1% | -13%
CC(C)COP(=O)(OCC(C)C)C(Nc1ccccc1)c1ccc(F)cc1 (configuration not stated) | 7.1% | -4% | 5% | 2% | -4%
COc1ccc(Oc2ccccc2/C=C/C(=O)O)cc1 | 1.7% | 22% | -7% | -3% | 7%
C[C@H](CO)N1C[C@H](C)[C@@H](CN(C)S(C)(=O)=O)Oc2ccc(NC(=O)Nc3ccc(C(F)(F)F)cc3)cc2C1=O | 8.0% | -7% | 5% | . | -19%
CCN(Cc1ccccc1)C1CCN(Cc2ccc(SC)cc2)CC1 | i | 20% | 1% | -2% | 0%
CCCN(CCc1ccccc1)C1CCc2c(O)cccc2C1 (configuration not stated) | 1.1% | 15% | -5% | -20% | 3%
NC(=O)COC(=O)c1ccc2c(c1)C(=O)N(Cc1ccco1)C2=O | 0.3% | 33% | 2% | 7% | -4%
C=CCNC(=S)Nc1cc(C)ccn1 | 0.1% | 29% | 0% | 10% | -8%
Cc1nn2c(=O)cc(COC(=O)c3ccc(S(=O)(=O)N4CCCCC4)cc3)nc2s1 | 0.2% | -9% | -4% | 0% | -2%
COn1c(SCC(N)=O)nc2ccccc2c1=O | 0.0% | -13% | 0% | -17% | -2%
CC(=O)NC(NC(=S)Nc1ccc(S(N)(=O)=O)cc1)C(Cl)(Cl)Cl (configuration not stated) | i | 4% | 0% | 9% | 3%
CC(C)C(NS(=O)(=O)c1ccccc1F)C(=O)N1CCc2ccccc2C1 (configuration not stated) | i | -1% | 1% | 11% | 0%
O=S(=O)(CCc1ccccc1)N1CCOCC1 | i | 4% | 2% | -6% | 7%
COc1ccc(CNC(=O)COC(=O)c2cc(-c3cccs3)nc3ccccc23)cc1OC | 4.7% | 25% | -6% | -14% | 16%
COc1ccc(C2/C=C\CN(C(=O)C3CC3)[C@H](Cc3ccccc3)C(=O)N2Cc2ccc(F)cc2)cc1 (some centres not stated) | 4.0% | 34% | 10% | 2% | 2%
O=C(CCn1c(=O)[nH]c2ccccc2c1=O)N1CCN(c2cccc(C(F)(F)F)c2)CC1 | 5.5% | 22% | -2% | -2% | 3%
CC(=O)Nc1cc(NC(C)=O)cc(C(=O)OC(C)C(=O)Nc2ccc(S(=O)(=O)N3CCCC3)cc2)c1 (configuration not stated) | 1.7% | -10% | -2% | 13% | -15%
O=C1CSC(=Nc2ccc(O)cc2)N1c1ccc(O)cc1 | 0.7% | -3% | -9% | 13% | -17%

Some of these compounds in order of count of non-hydrogen atoms, descending.
SMILES | VEEV TC-83 Vero | M. tuberculosis | H37Rv inhibition | PhoP GFP inhibition | influenza NS1A | others
CC(=O)Nc1cc(NC(C)=O)cc(C(=O)OC(C)C(=O)Nc2ccc(S(=O)(=O)N3CCCC3)cc2)c1 (configuration not stated) | 1.7% | -10% | -2% | 13% | -15%
COc1ccc(C(=O)OCC(=O)Nc2nc3c(F)c(F)c(F)cc3s2)cc1OC | 2.2% | 6% | 2% | -14% | 10%
CCN(Cc1ccccc1)C1CCN(Cc2ccc(SC)cc2)CC1 | i | 20% | 1% | -2% | 0%
NC(=O)COC(=O)c1ccc2c(c1)C(=O)N(Cc1ccco1)C2=O | 0.3% | 33% | 2% | 7% | -4%
CC(=O)NC(NC(=S)Nc1ccc(S(N)(=O)=O)cc1)C(Cl)(Cl)Cl (configuration not stated) | i | 4% | 0% | 9% | 3%
O=C1CSC(=Nc2ccc(O)cc2)N1c1ccc(O)cc1 | 0.7% | -3% | -9% | 13% | -17%

Additional results.
SMILES | VEEV TC-83 Vero | M. tuberculosis | H37Rv inhibition | PhoP GFP inhibition | influenza NS1A | others
Cc1ccc(-n2ncc3c(NNC(=O)c4ccco4)ncnc32)c(C)c1 | 0.4% | -5% | 7% | 2% | -1%
CC(=O)Nc1cccc2ccc(O)cc12 | 4.9% | . | . | . | 10%
O=[N+]([O-])c1ccc(NCc2ccccc2)c2nonc12 | . | -10% | ? | -145% | .
O=S(=O)(c1ccc(F)cc1)N1CCN(C(=S)NCc2ccccc2)CC1 | 0.8% | -16% | -1% | 3% | 10%
O=C(NNC(=O)c1ccncc1)Nc1ccccc1 | i | 27% | -23% | 5% | 12%
CCN(C[C@H]1N[C@@](CC)(C(=O)OC)[C@H]2C(=O)N(Cc3ccccc3)C(=O)[C@@H]12)C(=O)c1ccc(C)cc1 | 5.7% | 13% | 4% | . | -11%
Cc1cc(N2CCCC2=O)ccc1S(=O)(=O)Nc1c(C)nn(C)c1C | i | 13% | -6% | 13% | 6%
Cc1cccc(NC(=O)N2CCCC2C(=O)NCc2ccccc2)c1 (configuration not stated) | 0.3% | -1% | -2% | -2% | -11%
Cc1sc2nc(C3CC3)nc(SCC(=O)N3CCc4ccccc4C3)c2c1C | 0.5% | 46% | -8% | -12% | 2%
COc1ccc(C2=NN(C(=S)Nc3ccccc3)C(c3ccccc3)C2)cc1 (configuration not stated) | i | 17% | 5% | -8% | 1%
COc1ccc(NC(=O)Cc2ccsc2)cc1S(=O)(=O)N1CCCCC1 | 4.4% | 56% | -6% | . | -7%
O=C(CCSc1nnc(-c2ccc(O)cc2)o1)N1CCOCC1 | 2.5% | . | 25% | -6% | -12%
CCN1C(=NCCOC)N[C@@H](c2cccs2)C(C(=O)OC)=C1C | 1.0% | 27% | -2% | -4% | -17%
CN(Cc1c(F)cccc1Cl)c1ccc(S(=O)(=O)N2CCOCC2)cn1 | i | 30% | 12% | -7% | -1%
CCCCc1nc2cc(C(=O)N3CCCCC3CCO)ccc2o1 (configuration not stated) | 2.5% | -3% | 3% | -11% | -11%
COc1ccc(S(=O)(=O)NCCC(C)C)cc1OC | 0.8% | -13% | -2% | 9% | 1%
COC(=O)c1c(NC(=O)COC(=O)CC(NC(C)=O)c2ccccc2)sc(C)c1C (configuration not stated) | 4.0% | 10% | 17% | -1% | -6%
Cc1ccccc1NC(=O)Cc1nnc(SCC(=O)Nc2ccccc2)n1C | i | 12% | -13% | 4% | 3%
Cc1cc(C)c(NC(=O)C[N+](C)(C)CC(O)COc2cccc3ccccc23)c(C)c1 (configuration not stated) | 1.8% | ? | ? | 46µM* | 4%
CC(NC(=O)CCn1nc(-c2ccc(Cl)cc2)ccc1=O)c1ccccc1 (configuration not stated) | i | 11% | 8% | 4% | 5%
CCOc1ccc(C(=O)CCc2nc3ccccc3s2)cc1 | 3.8% | 38% | 8% | -8% | 0%
CC(=O)Nc1cccc(NC(=O)CSc2ccc(C(F)(F)F)cc2[N+](=O)[O-])c1 | 1.3% | -4% | -3% | -2% | 1%
C/C(=N\NS(=O)(=O)c1ccc([N+](=O)[O-])cc1)c1ccc2c(c1)OCO2 | 1.5% | -1% | -2% | -9% | 24%

High-throughput results (PubChem BioAssay)
